Assay outcomes (PubChem BioAssay)
Growth percent in the NCI-60 one-dose screen (48 h, 10 µM unless noted): 100 = growth as untreated, 0 = no growth, -100 = all killed.
CCRF-CEM – CCRF-CEM leukemia; 7% of 77,000 active
SR – SR leukemia cells; 8.7% of 73,000 active
RPMI-8226 – RPMI-8226 leukemia cells; AID 1794781; 7.5% of 77,000 active
K-562 – K-562 leukemia | 7.4% of 78,000 active
MDA-MB-231 – MDA-MB-231 breast cancer; AID 1794789; 5% of 81,000 active
MDA-MB-468 – MDA-MB-468 breast cancer. 8.5% of 78,000 active
MCF7 – MCF7 breast cancer | 6.3% of 82,000 active
MOLT-4 – MOLT-4 leukemia cells | 6.9% of 80,000 active
* = called active by the depositor; · = not tested or not shown; & = joins results of further samples. Rule for the calls: active = growth percent below 10; inactive = the rest.

Short keys – A = CCRF-CEM; B = SR; C = RPMI-8226; D = K-562; E = MDA-MB-231; F = MDA-MB-468; G = MCF7; H = MOLT-4
1) C=CCn1c(C)nc2ccc(Nc3nc(Cl)nc4ccccc34)cc21
  A = · | B = 102 | C = 78 | D = 79 | E = 85 | F = 81 | G = 99 | H = 93
2) CS(=O)(=O)N1CCN(S(=O)(=O)c2oc(-c3ccccc3)nc2C#N)CC1
  A = 61 | B = 43 | C = 86 | D = 42 | E = 104 | F = 65 | G = 59 | H = 73
3) O=C1CCCCC1Nc1ccc2ccccc2c1 (configuration not stated)
  A = 71 | B = 66 | C = 83 | D = 56 | E = 78 | F = 93 | G = 69 | H = 58
4) COC(=O)C1=C(\O)CCCC/C=C\1C(=O)O
  A = 102 | B = 89 | C = 108 | D = 99 | E = 104 | F = · | G = 98 | H = 92
5) CCOc1ccccc1NC(=O)c1cc2ccccc2cc1O
  A = 32 | B = · | C = 26 | D = 23 | E = 55 | F = · | G = 70 | H = 45
6) C[C@]12C=CC(=O)C=C1CCC1C2C(=O)C[C@@]2(C)C1CC[C@]2(O)C(=O)CO (some centres not stated)
  A = 106 | B = 98 | C = 107 | D = 94 | E = 105 | F = 100 | G = 122 | H = 103
7) OC1c2cc(Cl)ccc2-c2c(Cl)cc(Cl)cc21 (configuration not stated)
  A = 101 | B = 110 | C = · | D = 104 | E = · | F = 94 | G = 80 | H = 95
8) CN(C)c1ccc(/C=C/C(=O)c2ccc(NC(=O)N3CCN(c4cc5c(cc4F)c(=O)c(C(=O)O)cn5C4CC4)CC3)cc2)cc1
  A = 97 | B = 86 | C = 86 | D = 83 | E = 81 | F = 89 | G = 94 | H = 88
9) Cc1c2c(cc[n+]1Cc1ccccc1)c1ccc(OCc3ccccc3)cc1n2Cc1ccccc1
  A = -16* | B = -53* | C = -22* | D = -25* | E = -85* | F = -42* | G = -23* | H = -51*
10) N#C/C(C(=O)Nc1ccccc1)=c1\s/c(=C\Nc2ccc(Br)cc2)c(=O)n1-c1ccccc1
  A = 61 | B = 97 | C = 65 | D = 73 | E = 97 | F = 107 | G = 87 | H = 71
11) Nc1ccccc1NS(=O)(=O)c1ccc(Cl)cc1
  A = 97 | B = 90 | C = 95 | D = 96 | E = 98 | F = 99 | G = 94 | H = 97
12) O=C(/C=C/c1cccc(OC(F)(F)F)c1)Nc1ccc(C=C2c3ccccc3C(=O)c3ccccc32)cc1
  A = 63 | B = 60 | C = 33 | D = · | E = 84 | F = 37 | G = 47 | H = 62
13) O=C(NCCC1CNC2CCCCC12)C1CCN(C(=O)C2CCC(F)CC2)CC1 (configuration not stated)
  A = 98 | B = 99 | C = 100 | D = 88 | E = 94 | F = 101 | G = 94 | H = 90
14) COc1ccc(-c2nn(-c3cccc(NC(=O)c4ccc(N5CCOCC5)c(C(F)(F)F)c4)c3)cc2-c2ccncc2)cc1Cl
  A = 38 | B = 27 | C = 15 | D = 24 | E = 66 | F = 81 | G = 53 | H = 42
15) CCn1cc(C(=O)O)c(=O)c2cc(F)c(N3CCN(C(=O)CCO[N+](=O)[O-])CC3)cc21
  A = 100 | B = 100 | C = 105 | D = 89 | E = 111 | F = 108 | G = 92 | H = 93
16) Cc1ccc(C)c2c1sc1nc(N3CCCC3)c(C#N)c(=N)n12
  A = 86 | B = 108 | C = 114 | D = 103 | E = 95 | F = 89 | G = 63 | H = 93
17) CCn1c(O)c(/C=N/NC(=O)C(C)c2ccc(CC(C)C)cc2)sc1=S (configuration not stated)
  A = 13 | B = 26 | C = 1.8* | D = 9.2* | E = 35 | F = 6.3* | G = 20 | H = 18
18) NC(=O)c1cc(I)ccc1NC(=O)/C=C/c1ccccc1
  A = 12 | B = 1.9* | C = -5.9* | D = 1.5* | E = 32 | F = 52 | G = 2.2* | H = 4.6*
19) COc1ccc(Cn2cc(CNC(=O)c3cccnc3Nc3ccc(OC)cc3)nn2)cc1
  A = · | B = 96 | C = 87 | D = 91 | E = 94 | F = 85 | G = 102 | H = 86
20) COc1ccc(-c2nn(-c3cccc(NC(=O)c4ccc5c(c4)OCCO5)c3)cc2-c2ccncc2)cc1Cl
  A = 7.5* | B = -9.3* | C = -11* | D = 18 | E = 27 | F = 26 | G = 2.0* | H = 11
21) Nc1nonc1-c1nc2ccccc2n1Cc1cc2c(cc1Cl)OCO2
  A = 97 | B = · | C = 72 | D = 71 | E = 79 | F = 93 | G = 90 | H = 69
22) CC1CN=C(COc2ccccc2Cc2ccccc2)N1 (configuration not stated)
  A = 107 | B = 117 | C = 105 | D = 102 | E = 104 | F = 83 | G = 94 | H = 117
23) COC(=O)c1cc2cc(-c3ccc(OC)cc3)cnc2[nH]1
  A = 22 | B = 11 | C = -5.4* | D = 8.4* | E = 57 | F = 17 | G = 16 | H = 23
24) O=C1Nc2ccc(Cl)cc2C12Nc1ccccc1S2 (configuration not stated)
  A = 110 | B = · | C = 78 | D = 102 | E = 85 | F = 105 | G = 73 | H = 66
25) CCOc1ccccc1/C=N\NC(=O)c1cccc2ccccc12
  A = 76 | B = · | C = · | D = 94 | E = 102 | F = · | G = 81 | H = 78

Exported in transposed form: 4 of the compounds above
11. Nc1ccccc1NS(=O)(=O)c1ccc(Cl)cc1
12. O=C(/C=C/c1cccc(OC(F)(F)F)c1)Nc1ccc(C=C2c3ccccc3C(=O)c3ccccc32)cc1
13. O=C(NCCC1CNC2CCCCC12)C1CCN(C(=O)C2CCC(F)CC2)CC1 (configuration not stated)
14. COc1ccc(-c2nn(-c3cccc(NC(=O)c4ccc(N5CCOCC5)c(C(F)(F)F)c4)c3)cc2-c2ccncc2)cc1Cl
screen / no. | 11 | 12 | 13 | 14
CCRF-CEM | 97 | 63 | 98 | 38
SR | 90 | 60 | 99 | 27
RPMI-8226 | 95 | 33 | 100 | 15
K-562 | 96 | · | 88 | 24
MDA-MB-231 | 98 | 84 | 94 | 66
MDA-MB-468 | 99 | 37 | 101 | 81
MCF7 | 94 | 47 | 94 | 53
MOLT-4 | 97 | 62 | 90 | 42

New compounds follow
Short keys – A = CCRF-CEM; B = SR; C = RPMI-8226; D = K-562; E = MDA-MB-231; F = MDA-MB-468; G = MCF7; H = MOLT-4
26) N#Cc1cc([C@@H]2Nc3cc4[nH]ncc4cc3[C@H]3C4CCC(C4)[C@@H]23)ccc1F (some centres not stated)
  A = 77 | B = 68 | C = 83 | D = 80 | E = 86 | F = · | G = 78 | H = 82
27) CC1(C)SC2c3ccccc3C(=O)N2C1C(=O)O (configuration not stated)
  A = 96&92 | B = 99&90 | C = 94&101 | D = 99&90 | E = 110&97 | F = 99&92 | G = 97&91 | H = 111&93
28) O=C(CSc1nc2ccccc2c(=O)n1CCc1ccccn1)NNS(=O)(=O)c1ccc(Cl)cc1
  A = 75 | B = 69 | C = 72 | D = 101 | E = 80 | F = 101 | G = 91 | H = 61
29) CCOC(=O)c1c(N)sc2cc(OC(C)=O)c(Br)cc12
  A = 90 | B = 97 | C = 93 | D = 102 | E = 97 | F = 99 | G = 112 | H = 93
30) Nc1onc(-c2ccccc2)c1[N+](=O)[O-]
  A = 99 | B = · | C = 102 | D = · | E = 104 | F = 82 | G = 77 | H = ·
31) COc1ccc(-c2nc(-c3nc4ccc(C(F)(F)F)cc4[nH]3)c3ccccn23)cc1
  A = 31 | B = 40 | C = 16 | D = 43 | E = 62 | F = 49 | G = 49 | H = 28
32) O=c1[nH]c2ccc(Oc3ncccn3)cc2c(=O)n1Cc1cccc(NC(=S)Nc2cccc(F)c2)c1
  A = 91 | B = · | C = 81 | D = 64 | E = 82 | F = 86 | G = 92 | H = 85
33) Nc1nc(-c2cc3c(cc2Cl)NC(=O)/C3=C/c2ccccc2)cs1
  A = 16 | B = 14 | C = 38 | D = 3.9* | E = 37 | F = 34 | G = 7.1* | H = 22
34) O=C(c1ccc(Cl)cc1)C1[C@H](c2ccccc2Br)[C@@H](c2ccccc2)NC12C(=O)Nc1ccc(Br)cc12 (some centres not stated)
  A = 5.9* | B = · | C = 7.0* | D = 6.7* | E = 2.8* | F = -40* | G = -2.7* | H = -10.0*
35) CC(C)=CCc1cc(O)c(O)c2oc3cc(O)cc(O)c3c(=O)c12
  A = 30 | B = 26 | C = 48 | D = 67 | E = 55 | F = 123 | G = 92 | H = 32
36) CCOCCc1c(O)nc(SC)[nH]c1=O
  A = 113 | B = 112 | C = 94 | D = 112 | E = 111 | F = 83 | G = 100 | H = 116
37) N#CC(CC(=O)c1ccc(Cl)cc1)c1ccccc1 (configuration not stated)
  A = 94 | B = 88 | C = · | D = 106 | E = 103 | F = 113 | G = 101 | H = 94
38) C=CCn1c(CN2CCN(c3cc4c(cc3F)c(=O)c(C(=O)O)cn4C3CC3)CC2)n[nH]c1=S
  A = 90 | B = 99 | C = 109 | D = 90 | E = 116 | F = 105 | G = 96 | H = 94
39) CO[C@H]1/C=C/O[C@@]2(C)Oc3c(C)c(O)c4c(c3C2=O)C(=O)C(/C=N/N(c2ccccc2)c2ccccc2)=C(NC(=O)/C(C)=C\C=C\[C@H](C)[C@H](O)[C@@H](C)[C@@H](O)[C@@H](C)[C@H](OC(C)=O)[C@@H]1C)C4=O
  A = 1.6* | B = -13* | C = -19* | D = 7.5* | E = -40* | F = -2.6* | G = 2.5* | H = 3.4*

Random excerpt: 2 compounds from above.
Short keys – A = CCRF-CEM; B = SR; C = RPMI-8226; D = K-562; E = MDA-MB-231; F = MDA-MB-468; G = MCF7; H = MOLT-4
26) N#Cc1cc([C@@H]2Nc3cc4[nH]ncc4cc3[C@H]3C4CCC(C4)[C@@H]23)ccc1F (some centres not stated)
  A = 77 | B = 68 | C = 83 | D = 80 | E = 86 | F = · | G = 78 | H = 82
28) O=C(CSc1nc2ccccc2c(=O)n1CCc1ccccn1)NNS(=O)(=O)c1ccc(Cl)cc1
  A = 75 | B = 69 | C = 72 | D = 101 | E = 80 | F = 101 | G = 91 | H = 61

Copied from the list:
Under MCF7, compound 28 has 91
Under CCRF-CEM, compound 32 has 91
